Screens as filed in PubChem.
VEEV TC-83 Vero: inhibitors of VEEV TC-83 cytopathic effect, confirmation, Vero cells (AID 588727) | Vero cells, VEEV TC-83 cytopathic effect inhibition; higher % means a stronger effect | one-dose inhibition, % at 20 µM; IC50 in µM for titrated hits | 350,000 compounds, 0.13% hits; in the data active means a potency from the dose series; inconclusive means inhibition mostly from about 14% at the one dose, without a potency; inactive means the rest, 99 in 100 with inhibition below about 12%; further: strong numbers were not always called active
H37Rv inhibition: M. tuberculosis growth inhibition, HTS (AID 449762) | 330,000 compounds, 0.59% hits | M. tuberculosis H37Rv growth inhibition, 7H9 media; higher % means a stronger effect | inhibition, % at 25 µM, or IC50 in µM where a hit was titrated; in the data active means a potency from the dose series; inconclusive means inhibition above about 70% without an active follow-up result;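 further: bacterial growth assessed after seven days of incubation; strong numbers were not always called active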
H1N1 NS1A inhibition: H1N1 influenza NS1A inhibitors, functional cell based assay (AID 504329); NS1A functional cell-based assay, percent inhibition; higher % means a stronger effect; inhibition, % at 12.5 µM; hits with a dose series show IC50 in µM; 340,000 compounds, 0.3% hits; in the data active means a potency from the dose series; inconclusive means inhibition above about 27% without an active follow-up result; further: strong numbers were not always called active
M. tuberculosis: growth inhibition of non-replicating M. tuberculosis (AID 488890). 320,000 compounds, 0.39% hits. Mycobacterium tuberculosis non-replicating, growth inhibition; higher % means a stronger effect. inhibition, % at 25 µM; hits with a dose series show IC50 in µM; in the data active means a potency from the dose series; inconclusive means inhibition mostly from about 82% at the one dose, without a potency; inactive means the rest, 99 in 100 with inhibition below about 76%;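 further: plate controls were DMSO cells for no effect and high antibiotic wells for full effect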
PhoP GFP inhibition: PhoP regulon inhibitors, Salmonella typhi PhoP promoter GFP reporter, confirmatory (AID 1850). Salmonella Typhi PhoP-promoter GFP reporter, fluorescence, 4 h; higher % means a stronger effect. one-dose inhibition, % at 50 µM; IC50 in µM for titrated hits. 310,000 compounds, 0.33% hits; in the data active means a potency from the dose series; inconclusive means inhibition mostly from about 25% at the one dose, without a potency; inactive means the rest, 99 in 100 with inhibition below about 19%;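 further: 0% = induced wells with vehicle and 100% = uninduced wells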
VEEV TC-83 Vero 10K pilot screen: also measured in VEEV TC-83 Vero; calls as there; inhibition, %; measured here: 10K pilot screen inhibition
Active calls of the source: *; i = inactive; u = inconclusive; x = no result given.

SMILES | VEEV TC-83 Vero | H37Rv inhibition | H1N1 NS1A inhibition | M. tuberculosis | PhoP GFP inhibition | others
CC(C)Oc1ccc(CN2CCC(n3nccc3NC(=O)C3CC3)CC2)cc1 | 0.5% | -10% | -5% | 6% | -7%
Cc1ccc(C(=O)N2CCN(S(=O)(=O)c3ccccc3[N+](=O)[O-])CC2)o1 | 0.4% | 0% | -15% | -6% | -15%
CCC1(CC)NC(=O)N(CC(=O)N2CCN(S(=O)(=O)c3cccc(F)c3)CC2)C1=O | 0.1% | -2% | -4% | 6% | -4%
COc1ccc(-c2nnc(SCC(=O)N/N=C/c3ccccc3C(=O)O)n2-c2ccccc2)cc1 | 0.2% | -1% | 6% | -6% | 8%
O=c1[nH]nc(-c2n[nH]c(=O)o2)o1 | i | x | -7% | x | x
COc1ccc(CC(=O)NCc2ccccc2)cc1OC | i | 1% | -1% | -1% | 1%
CCOC(=O)N1CCN(C(=O)CN(c2ccccc2OC)S(=O)(=O)c2ccc(C)cc2)CC1 | 0.6% | 1% | 1% | 11% | 3%
O=c1c2c(nc3n1CCCCC3)sc1c(O)c(Br)ccc12 | i | 24% | 29% | 67% | 1%
Oc1c(Br)cc(Cl)cc1C=Nc1ccccc1Br | 0.4% | 7% | -8% | 62% | 16%
Cc1cccc(C)c1OCCCN1CCCC1 | 0.6% | -7% | 8% | -16% | 2%
COC(=O)C1Sc2[nH]c(=O)sc2C(c2ccc(Cl)cc2)C1C(=O)OC (stereo not given) | 0.9% | -8% | -7% | 29% | -3%
CC1CC(=O)N(CC(=O)N2CCCC2)c2ccccc2S1 (stereo not given) | i | -4% | -1% | -2% | -1%
CCOc1ccc(Nc2nc(N3CCCCC3)nc(N3CCCCC3)n2)cc1 | 1.2% | 6% | 9% | 6% | -13%
CC(C)c1ccc(S(=O)(=O)N2CCC(C(=O)NCC3(N(C)C)CCCCC3)CC2)cc1 | 2.4% | 1% | -8% | 10% | -2%
O=C(c1cnn2c(C(F)F)cc(C3CC3)nc12)N1CCOCC1 | 1.6% | -4% | -6% | 12% | -8%
CCCC(c1nnnn1CC1CCCO1)N1CCN(c2nc3ccccc3s2)CC1 (stereo not given) | i | 3% | 1% | 16% | 12%
O=C(NCc1cccs1)C12CC3CC(CC(C3)C1)C2 | 0.1% | 3% | -9% | x | 7%
Nn1c(SCc2ccc(F)cc2)nnc1-c1ccncc1 | 1.2% | -3% | x | 22% | 4%
COC(=O)C1=C(C)NC(C)=C(C(=O)OC)C1C(=O)OCC(=O)c1ccc(F)cc1 | 0.7% | -7% | -3% | -16% | -6%
Cc1ccc(-n2cc(CNCCN3CCOC3=O)c(-c3ccc(F)cc3)n2)cc1 | i | 6% | -2% | x | 1%
COC(=O)C1=C(C)NC(=O)C1(Nc1ccc(Cl)cn1)C(F)(F)F (stereo not given) | 1.6% | 6% | -2% | 1% | 3%
COC(=O)C1(Cc2ccc(O)c(CC3OC3(C)C)c2)OC(=O)C(O)=C1c1ccc(O)cc1 (stereo not given) | 0.7% | 0% | 0% | 22% | -7%
CC(=O)N=Nc1[nH]c(N)c2ccccc12 | 0.1% | -1% | -7% | 4% | -6%
O=C(c1ccc(Cl)c(S(=O)(=O)N2CCCCCC2)c1)N1CCN(c2ccccc2O)CC1 | 5.9% | -13% | 7% | 22% | 12%
O=C(COc1ccc(S(=O)(=O)NCc2ccccc2)cc1)NCc1cccnc1 | i | x | 10% | x | x
CSCCC(NC(=O)c1ccccc1Cl)C(=O)OCC(=O)N1CCCC1=O (stereo not given) | 2.3% | 6% | 2% | 2% | 6%
O=C(NCc1ccccn1)Nc1ccccc1F | 0.6% | 5% | -6% | 7% | 4%
COc1c(Cl)cc(-c2noc(C)c2C(=O)NCc2ccccc2)cc1Cl | 6.4% | 9% | -2% | x | -8%
Cc1[nH]nc2c1C(Cc1ccccc1)C(C#N)=C(N)O2 (stereo not given) | 0.5% | -5% | 6% | -3% | -11%
CN(CCN(C)C(C)(C)C)C(=O)C(c1ccccc1)c1ccccc1 | i | -6% | -2% | -11% | 6%
CCOc1ccc(CN2CCC(=O)NC2=O)cc1 | 0.8% | 3% | -11% | -18% | 4%
CN(C)CCCNCC(=O)Nc1ccccc1N1CCOCC1 | 0.3% | -4% | 5% | -10% | -2%
Cc1cc2c3c(c1C)C(=O)C(=O)N3C(C)(C)CC2C (stereo not given) | i | 14% | 11% | 73% | -7%
CN(C)CCn1c(=S)[nH]c2ncccc2c1=O | 1.0% | 8% | -3% | 9% | -18%
CCCCn1c(N)c(N(CCC(C)C)C(=O)COC(=O)c2cccnc2SC)c(=O)[nH]c1=O | 0.8% | x | -1% | x | x
CCCSc1nc2c(c(=O)[nH]c(=O)n2C)n1C | i | -3% | 4% | -13% | 2%
CC(c1ccccc1)C1CC(=O)N(C2CCCCC2)C1=O (stereo not given) | i | -2% | 2% | 9% | -9%
Cn1c(=O)c2c(nc(SC3C(=O)CC(C)(C)CC3=O)n2C)n(C)c1=O | 0.7% | 0% | -5% | 4% | -8%
COCCn1nnnc1C(c1ccc(OC)cc1OC)N1CCN(c2ccccc2F)CC1 (stereo not given) | 2.7% | 2% | 4% | 19% | -3%
COc1ccc(NC(=O)C(Sc2nnc3ccccn23)c2ccccc2)cc1Cl (stereo not given) | 2.5% | 6% | 4% | -16% | 1%
O=S(=O)(Nc1cc(Cl)ccc1-n1cncn1)c1cc(Br)ccc1Br | 3.5% | 1% | -9% | 69% | x
S=C(NCc1cccs1)Nc1cc(Cl)cc(Cl)c1 | i | 4% | -20% | u | 5%
Cc1cc(=O)oc2cc(OCC(=O)Nc3nnc(C(C)C)s3)ccc12 | 2.2% | 1% | 9% | -18% | -4%
O=C(COC(=O)c1ccc(Br)o1)NCc1ccccc1Cl | 2.1% | 10% | -5% | u | x
CCOC(=O)c1[nH]c2cc(OC)c(OC)cc2c1NC(=O)c1nonc1C | 5.1% | 9% | -1% | 2% | -5%
CCCNC(=O)COC(=O)c1cc(-c2ccc(OC)cc2)nc2ccccc12 | 0.5% | 8% | -11% | 35% | 1%
COc1cccc(NC(=O)CC(C)=O)c1 | 1.6% | 3% | 14% | -8% | -5%
COc1ccc(NC(=O)CN(C)CC(=O)Nc2cccc3ccccc23)c(OC)c1 | 4.9% | x | -4% | x | x
CCc1nnc(NC(=O)Cn2nc(-c3ccc(OC)c(OC)c3)ccc2=O)s1 | 2.7% | -19% | 6% | 15% | -9%
Cc1cc(NC(=S)Nc2ccc(C)c(Cl)c2)n[nH]1 | 3.3% | 28% | 7% | u | 15%
Fc1ccccc1Nc1n[nH]c(=S)s1 | 0.8% | -3% | -14% | 12% | -10%
Cc1ccc(-n2nc3c(c2NC(=O)CCC2CCCCC2)CS(=O)C3)cc1 (stereo not given) | 0.7% | -8% | 3% | x | -11%
CCc1cc2c(SCC#N)ncnc2s1 | 1.1% | -6% | -6% | -8% | -3%
CSc1ccc(Cl)c(C(=O)OCC(=O)N2CCN(c3ccccc3)CC2)c1 | i | x | -2% | x | x
Cc1cc(N/N=C/c2ccc(N(C)C)cc2)nc(NCc2ccccc2)n1 | 5.4% | -3% | x | -1% | 4%
CCc1ccc(S(=O)(=O)NCc2csc(C)n2)cc1 | 1.3% | 13% | -10% | 15% | -10%
CC(=O)c1c(C)[nH]c(C(=O)NCc2cccs2)c1C | 0.5% | -5% | 9% | -8% | 8%
Cc1cc(Cl)c(S(N)(=O)=O)cc1OCC(N)=O | 0.8% | -10% | 5% | -5% | -1%
COc1cccc(CNC(=O)CN2C(=O)NC(c3ccccc3)(c3ccccc3)C2=O)c1 | 2.3% | x | -17% | x | x
O=C(Nc1ccccc1N1CCCCC1)c1ccc([N+](=O)[O-])o1 | 2.2% | x | 0% | x | x

An excerpt from above in order of molar mass, lowest first.
SMILES | VEEV TC-83 Vero | H37Rv inhibition | H1N1 NS1A inhibition | M. tuberculosis | PhoP GFP inhibition | others
COc1cccc(NC(=O)CC(C)=O)c1 | 1.6% | 3% | 14% | -8% | -5%
CC(=O)c1c(C)[nH]c(C(=O)NCc2cccs2)c1C | 0.5% | -5% | 9% | -8% | 8%
COc1ccc(NC(=O)CN(C)CC(=O)Nc2cccc3ccccc23)c(OC)c1 | 4.9% | x | -4% | x | x

The list continues.
SMILES | VEEV TC-83 Vero | H37Rv inhibition | H1N1 NS1A inhibition | M. tuberculosis | PhoP GFP inhibition | others
O=C(c1ccccc1)N1CCN(C(=O)C23CC4CC(CC(C4)C2)C3)CC1 | 1.8% | 2% | 3% | -6% | 1%
COc1ccc([C@H]2CC(=O)C=C(c3cccc(C#N)c3)C2)cc1 | 6.9% | 3% | -7% | 38% | x
c1ccc(Cn2nnnc2CN2CCOCC2)cc1 | 7.4% | 6% | -2% | -11% | -16%
FC(F)(F)c1ccc(Cl)c(NC2=NCCCCC2)c1 | i | -2% | -7% | 6% | -3%
Cc1c(Br)c(C(F)(F)F)nn1CC(=O)NCCN1CCOCC1 | 0.2% | -4% | -7% | -5% | -11%
COc1ccc(N2Cc3cccc(C(=O)N4CCOCC4)c3C2=O)cc1 | 2.4% | -1% | 4% | x | 0% | VEEV TC-83 Vero 10K pilot screen=0.9
Cc1ccc(S(=O)(=O)N(C)C2(C)CCS(=O)(=O)C2)cc1 (stereo not given) | i | x | -5% | x | 0%
Cc1ccc(Sc2ncccc2[N+](=O)[O-])cc1 | i | 5% | 10% | 23% | 5%
COCCNC(=O)CN(c1cc(C(F)(F)F)ccc1Cl)S(C)(=O)=O | 0.2% | 0% | 7% | -10% | 0%
Cn1c2c(c(=O)n(C)c1=O)CN(CC1CCCO1)CN2 (stereo not given) | 2.2% | -4% | 10% | -15% | 3% | VEEV TC-83 Vero 10K pilot screen=0.8
COc1cc(NC(=O)c2ccc([N+](=O)[O-])cc2)ccc1NC(=O)C(C)C | 2.9% | 2% | x | -7% | -5%
COc1ccccc1C(=O)COC(=O)C1CCN(S(=O)(=O)c2ccc(C)c(C)c2)CC1 | 2.3% | -4% | 7% | 18% | -3%
COc1ccccc1-c1ccc(SCc2ccccc2F)nn1 | 5.4% | -3% | 2% | 31% | 8%
CCN(c1ccccc1)S(=O)(=O)c1cccc(C(=O)Nc2ccc(C)cn2)c1 | 11% | -12% | -12% | 21% | -7%
CSC1=N/C(=C\c2ccccc2C)C(=O)S1 | 0.6% | 15% | 2% | u | 2%
Cn1c(=O)c(-c2cccc(Cl)c2)c(O)c2ccccc21 | 1.2% | 56% | 3% | 21% | 8%
CC(C)(C)c1ccc(C(=O)NNC(=O)C2CCCCC2)cc1 | 0.3% | 1% | -13% | 0% | -9%
Cc1nc2nc(SCc3ccc([N+](=O)[O-])cc3)[nH]c2cc1Br | i | 8% | 1% | 41% | 3%
CCN(CCCNC(=O)Cn1ncc2c(=O)oc3ccccc3c21)c1cccc(C)c1 | 1.1% | -4% | -11% | 33% | 4%

By substructure: the compounds so far with a nitro group on carbon
SMILES | VEEV TC-83 Vero | H37Rv inhibition | H1N1 NS1A inhibition | M. tuberculosis | PhoP GFP inhibition | others
Cc1ccc(C(=O)N2CCN(S(=O)(=O)c3ccccc3[N+](=O)[O-])CC2)o1 | 0.4% | 0% | -15% | -6% | -15%
O=C(Nc1ccccc1N1CCCCC1)c1ccc([N+](=O)[O-])o1 | 2.2% | x | 0% | x | x
Cc1ccc(Sc2ncccc2[N+](=O)[O-])cc1 | i | 5% | 10% | 23% | 5%
COc1cc(NC(=O)c2ccc([N+](=O)[O-])cc2)ccc1NC(=O)C(C)C | 2.9% | 2% | x | -7% | -5%
Cc1nc2nc(SCc3ccc([N+](=O)[O-])cc3)[nH]c2cc1Br | i | 8% | 1% | 41% | 3%

Of the compounds above, these contain a cyano group.
SMILES | VEEV TC-83 Vero | H37Rv inhibition | H1N1 NS1A inhibition | M. tuberculosis | PhoP GFP inhibition | others
Cc1[nH]nc2c1C(Cc1ccccc1)C(C#N)=C(N)O2 (stereo not given) | 0.5% | -5% | 6% | -3% | -11%
CCc1cc2c(SCC#N)ncnc2s1 | 1.1% | -6% | -6% | -8% | -3%
COc1ccc([C@H]2CC(=O)C=C(c3cccc(C#N)c3)C2)cc1 | 6.9% | 3% | -7% | 38% | x

Compounds as they come; overall some 1.5% were active at least once.
